# PAD4 inh: human PAD4 inhibitors, primary screen, biochemical, fluorescence polarization, 1536-well format | inhibition, % at 6.36 µM | recombinant PAD4, RCA probe fluorescence polarization | 330,000 tested, 0.41% active;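 active = percent inhibition above a cutoff equal to the mean of all tested compounds plus 3 SD, cut at about 15% in these data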;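 also: 0% = PAD4 with RCA probe and DMSO and 100% = probe without PAD4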
# GSTO1 counter: inhibitors of recombinant GSTO1, primary screen, counter-screen for RBBP9 inhibitor project, biochemical, fluorescence polarization. Glutathione S-transferase omega-1 (Homo sapiens), P78417. activity-based probe fluorescence polarization. inhibition, % at 5.96 µM. 300,000 tested, 1.1% active. AID 1974, 2009;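 active = inhibition above the campaign mean inhibition plus 3 SD, cut at about 35% in these data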;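 also: 0% = GSTO1-1 with DMSO and 100% = wells lacking GSTO1-1 enzyme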
# Target sequence (P78417 whole entry, looked up): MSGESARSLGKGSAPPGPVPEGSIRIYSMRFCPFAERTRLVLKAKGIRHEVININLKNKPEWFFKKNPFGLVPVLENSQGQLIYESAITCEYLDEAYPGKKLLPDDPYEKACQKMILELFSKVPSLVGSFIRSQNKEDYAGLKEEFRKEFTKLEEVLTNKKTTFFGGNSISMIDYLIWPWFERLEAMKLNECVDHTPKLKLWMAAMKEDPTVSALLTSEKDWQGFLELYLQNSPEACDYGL
# PAFAH1B3 inh: PAFAH1B3 enzyme inhibitors, primary screen, biochemical, fluorescence polarization, human; Platelet-activating factor acetylhydrolase IB subunit alpha1 (Homo sapiens), Q15102; recombinant PAFAH1B3, FP-rhodamine probe; inhibition, % at 3.39 µM; 340,000 tested, 0.28% active; AID 492972, 2010;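 active = inhibition above the screen-wide average of all tested compounds plus 3 SD, cut at about 25% in these data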;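 also: 0% = enzyme with DMSO only and 100% = wells lacking PAFAH1B3 protein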
# Target sequence (Q15102 whole entry, looked up): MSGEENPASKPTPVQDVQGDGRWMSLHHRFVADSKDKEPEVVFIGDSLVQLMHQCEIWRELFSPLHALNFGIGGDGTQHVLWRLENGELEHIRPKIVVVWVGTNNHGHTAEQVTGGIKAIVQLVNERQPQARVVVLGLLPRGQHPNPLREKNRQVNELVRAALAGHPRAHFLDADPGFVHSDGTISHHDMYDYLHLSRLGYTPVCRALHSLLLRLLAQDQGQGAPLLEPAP
# PREPL inh: PREPL enzyme inhibitors, primary screen, biochemical, fluorescence polarization | Prolyl endopeptidase-like (Homo sapiens), Q4J6C6 | recombinant PREPL, fluorescence polarization activity-based probe | inhibition, % at 5.96 µM | 320,000 tested, 0.68% active | AID 2751, 2010; in the data active = inhibition above about 43%;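 also: 0% = enzyme with DMSO and 100% = wells lacking enzyme; many of its hits are not listed in these tables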
# pPAFAH inh: pPAFAH enzyme inhibitors, primary screen, biochemical, fluorescence polarization, human; 330,000 tested, 1.5% active; recombinant pPAFAH, FP-rhodamine probe fluorescence polarization; inhibition, % at 3.39 µM; AID 463082, 2010;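 active = inhibition above the mean inhibition across the screen plus 3 SD, cut at about 25% in these data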;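 also: inhibitors block binding of the rhodamine activity-based probe so polarization drops; 0% = enzyme with DMSO and 100% = wells lacking pPAFAH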
# LYPLA2 inh: LYPLA2 inhibitors, primary screen, counter-screen for PME1 inhibitor project, biochemical, fluorescence polarization, FP-Rh probe ABPP | Acyl-protein thioesterase 2 (Homo sapiens), O95372 | recombinant LYPLA2 | inhibition, % at 5.9 µM | 320,000 tested, 0.38% active | AID 2177, 2009;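 active = inhibition above the screen-wide mean plus 3 SD, limit set per campaign, cut at about 26% in these data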;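 also: 0% = LYPLA2 with DMSO and 100% = wells lacking LYPLA2 enzyme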
# Target sequence (O95372 whole entry, looked up): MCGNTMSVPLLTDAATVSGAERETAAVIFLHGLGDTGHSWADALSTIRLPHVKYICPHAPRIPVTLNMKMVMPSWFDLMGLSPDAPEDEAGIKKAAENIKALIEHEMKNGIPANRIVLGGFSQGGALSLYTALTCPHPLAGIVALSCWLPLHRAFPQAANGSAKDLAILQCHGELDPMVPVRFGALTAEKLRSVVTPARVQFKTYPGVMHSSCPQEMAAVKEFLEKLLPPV
# PAFAH1B2 FP inh: PAFAH1B2 enzyme inhibitors, primary screen, biochemical, fluorescence polarization, human. inhibition, % at 3.39 µM. Platelet-activating factor acetylhydrolase IB subunit alpha2 (Homo sapiens), P68402. 340,000 tested, 1.2% active. recombinant PAFAH1B2, FP-rhodamine activity probe. AID 492953, 2010;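 active = inhibition above the mean of all tested compounds plus 3 SD, cut at about 24% in these data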;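 also: 0% = enzyme with DMSO and 100% = wells lacking PAFAH1B2; many of its hits are not listed in these tables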
# Target sequence (P68402 whole entry, looked up): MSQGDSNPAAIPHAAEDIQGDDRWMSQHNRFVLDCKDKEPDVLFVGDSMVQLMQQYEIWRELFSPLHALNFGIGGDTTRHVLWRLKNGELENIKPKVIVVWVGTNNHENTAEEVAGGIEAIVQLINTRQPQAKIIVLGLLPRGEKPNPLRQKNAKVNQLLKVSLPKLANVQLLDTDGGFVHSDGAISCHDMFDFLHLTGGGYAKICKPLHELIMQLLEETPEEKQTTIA
# LYPLA1 inh: LYPLA1 inhibitors, primary screen, counter-screen for PME1 inhibitor project, biochemical, fluorescence polarization, FP-Rh probe ABPP. Acyl-protein thioesterase 1 (Homo sapiens), O75608. recombinant LYPLA1. inhibition, % at 5.9 µM. 320,000 tested, 0.16% active. AID 2174, 2009;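 active = inhibition above the mean of all tested compounds plus 3 SD, set per campaign, cut at about 14% in these data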;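 also: inhibitors block serine hydrolase probe labeling of LYPLA1 so polarization falls; 0% = enzyme with DMSO and 100% = wells lacking LYPLA1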
# PME-1 inh: PME-1 inhibitors via competitive probe labeling, primary screen, biochemical, fluorescence polarization, FP-Rh probe, HTS; Protein phosphatase methylesterase 1 (Homo sapiens), Q9Y570; 320,000 tested, 0.53% active; recombinant PME-1; inhibition, % at 5.9 µM;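 active = inhibition above the campaign mean of all compounds plus 3 SD, cut at about 26% in these data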;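 also: competitive labeling of PME-1 active site by serine hydrolase directed probe; 0% = PME-1 with DMSO and 100% = wells lacking PME-1 enzyme; inhibitors block probe labeling so polarization falls and inhibition rises; many of its hits are not listed in these tables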
# Numbers without * were called inactive; . = no result given. The list is partial. The share of hits here may be higher or lower than overall.
SMILES,PAD4 inh,GSTO1 counter,PAFAH1B3 inh,PREPL inh,pPAFAH inh,LYPLA2 inh,PAFAH1B2 FP inh,LYPLA1 inh,PME-1 inh
Cc1ccccc1C1c2[nH]c3ccccc3c2CCN1CCCn1cccn1 (configuration not stated),2,-24,7,2,3,8,0,0,-2
Cc1cccc(-n2ncc3c(N4CCCC4)ncnc32)c1,-4,0,2,-6,3,1,0,-2,-4
CCCOc1c(Br)cc(C2C3=C(CCCC3=O)N(CC)C3=C2C(=O)CCC3)cc1OC,-1,-2,4,2,5,6,2,0,4
CCOC(=O)c1c(NC(=S)Nc2ccccc2)sc2c1CCN(CC)C2,-2,-11,2,27,7,-6,5,-6,8
Cc1ccc(Cn2c(SCCN3CCOCC3)nc3c2c(=O)n(C)c(=O)n3C)cc1,2,5,10,0,8,3,0,-3,-4
Cc1cccc(C(=O)NCCCN2CCCC2=O)c1,4,5,3,1,1,-2,6,-1,-2
CCC(c1nnnn1CCc1ccccc1)N(Cc1ccco1)Cc1cc2c(C)ccc(C)c2[nH]c1=O (configuration not stated),-3,-12,0,4,3,-7,5,-7,-8
CCCn1c(-c2ccc(C(=O)OC)cc2)nc2c1c(=O)[nH]c(=O)n2Cc1ccccc1,4,-4,6,-2,2,10,-1,1,0
CCc1ccc(-c2cc(C)no2)cc1S(=O)(=O)NCCc1ccc(S(N)(=O)=O)cc1,5,2,8,2,5,-2,-1,-1,2
Cc1c(C(=O)OCc2ccccc2)nnn1-c1nonc1N,2,8,10,-16,0,9,5,7,2
CCn1nc(NS(=O)(=O)c2ccccc2[N+](=O)[O-])c2cc3ccc(C)cc3nc21,-4,-8,9,13,12,3,-2,4,13
CC(C)CN1CCN(Cc2c[nH]c3ccccc23)CC1CCO (configuration not stated),2,11,7,-3,1,3,1,1,4
O=c1cnc(-c2ccc(Cl)cc2)cn1O,1,9,2,4,0,1,3,0,2
COc1cccc(NC(=O)c2nc(SC)ncc2Cl)c1,-1,-3,0,-5,5,3,7,-1,-2
O=C(Nc1cc(S(=O)(=O)N2CCCCC2)ccc1Oc1ccccc1)C1=COCCO1,0,2,2,2,6,-6,-7,-6,4
Oc1cc(Nc2ccccc2)cc2cccnc12,-10,.,13,31,8,.,2,.,.
CC(C)c1ccc(-c2nc(N3CCOCC3)[nH]c(=O)c2C#N)cc1,2,-4,7,6,4,5,33*,-1,-6
Cc1ccc(C(C(=O)NC(C)(C)C)N(CC2CCCO2)C(=O)c2csnn2)cc1 (configuration not stated),3,6,2,7,3,-1,-2,2,4
CN(C)N1C(N)=C(C#N)C(c2cccnc2)C2=C1CCCC2=O (configuration not stated),-1,2,9,-2,1,-1,0,4,1
Cc1nc(N)ncc1Sc1ccc(Cl)cc1,2,8,4,8,1,1,6,1,-2
O=C1/C(=C/c2cccnc2)Cc2ccc(Cl)cc21,2,1,-2,-49,-5,6,-1,7,-3
COc1ccc(C(=O)N/C(=C\c2ccccc2)C(=O)NCCCn2ccnc2)cc1,-3,5,2,-8,-5,-8,5,1,3
Cc1ccc(-c2nnc(Sc3nc4ccccc4o3)c3ccccc23)cc1,-2,-27,-1,4,2,3,-2,-2,0
Cc1cc(-c2ccc(C)c(S(=O)(=O)N3CCN(C(=O)c4ccco4)CC3)c2)on1,-2,1,5,-1,2,12,-1,-4,-4
CCCCn1c(N)c(N(CCOC)C(=O)c2cc(-c3ccc(C)cc3)nc3ccccc23)c(=O)[nH]c1=O,-1,8,6,3,0,-9,2,-4,-4
Cc1c(Cl)c([N+](=O)[O-])nn1Cc1ccc(C(=O)N/N=C\c2cccc(Br)c2)o1,-7,-30,-8,11,-5,-31,-7,-27,15
CCOc1ccc(S(=O)(=O)N2CCN(CC)CC2)cc1NC(=O)c1ccccc1F,-2,-1,7,-6,6,-3,12,0,-6
CCOP(=O)(c1ccccc1)C(O)c1ccc([N+](=O)[O-])cc1 (configuration not stated),6,5,18,24,4,7,0,2,5
Cc1ccc(C2N(c3ccc(F)cc3)C(=O)C3CCCN32)cc1 (configuration not stated),0,3,7,11,5,1,7,6,1
Cc1cc(Nc2nc3c(c(=O)n(C)c(=O)n3C)n2C)n(-c2ccc(Cl)cc2)n1,-6,-3,1,12,-2,-2,0,-1,1
C=CCNC(=O)c1ccccc1NC(=O)Cc1ccccc1[N+](=O)[O-],2,1,4,-3,-2,-2,-1,-4,5
O=C(CCN1CCOCC1)Nc1c(-c2ccccc2)c2cc(Br)ccc2[nH]c1=O,0,1,-5,12,0,0,-6,2,5
Cc1nn(-c2ccccc2)c(Cl)c1C(=O)NNC(=O)c1ccccc1O,-1,.,14,4,6,1,4,-1,10
COC(=O)c1cccc(S(=O)(=O)N2CCC(C)CC2)c1,1,-7,-5,2,8,1,26*,0,4
C=CCOc1nc2c(c(=O)n(C)c(=O)n2C)n1Cc1ccccc1,3,7,9,-5,1,-1,5,0,-2
Cc1ccccc1NC(=O)CSc1nnc(-c2ccccc2)n1-c1ccccc1,0,4,11,-14,3,-5,21,2,-1
CC(C)OC(=O)c1cccc(-c2ccc(C=O)o2)c1,1,-1,4,1,10,5,-4,-2,-6
Cc1cc(C)cc(N(CC(=O)N2CCN(Cc3ccccc3)CC2)S(=O)(=O)c2c(C)noc2C)c1,-2,4,7,1,4,-6,6,-1,2
Cc1ccc(S(=O)(=O)NCCC(=O)N2CCC(Cc3ccccc3)CC2)cc1,0,4,2,25,8,0,3,2,0
COCC(=O)N(Cc1cc2ccc(C)cc2[nH]c1=O)c1ccccc1C,-8,6,9,9,3,2,-2,1,4
COc1ccc(OC)c(NC(=O)C2CC2c2ccccc2)c1 (configuration not stated),-5,-3,12,14,6,2,1,0,-1
CCOC(=O)Nc1ccc2c(c1)N(C(=O)CN)c1ccccc1CC2,-3,3,3,31,3,1,1,-1,-1
Cc1nc([N+](=O)[O-])c(N2CCOCC2)n1Cc1ccccc1,-1,2,.,-6,1,-1,.,9,-1
Cc1sc2nc(SCC(=O)Nc3c(C)n(C)n(-c4ccccc4)c3=O)n(C)c(=O)c2c1C,-3,5,14,13,7,4,-3,-2,1
Cc1cccc(N2CCN(C(=O)c3ccnn3C)CC2)c1C,1,-2,7,1,1,3,-2,2,0
CC(/C=C/c1ccccc1)NC(N)=O (configuration not stated),4,1,9,1,5,2,6,0,3
COc1ccc(S(=O)(=O)NC(C)C(=O)NCc2ccncc2)cc1Cl (configuration not stated),1,1,-1,-3,0,-3,3,-4,-1
Cc1cc(C)nc(SCCCNCc2ccccc2)n1,-4,3,8,4,1,4,-1,-1,6
Cc1cccc(-n2c(O)c(C=NC3CCS(=O)(=O)C3)c3ccccc3c2=O)c1C (configuration not stated),-1,6,7,6,0,0,-2,-3,0
O=C(Nc1ccnn1C1CCN(C2CCC2)CC1)c1cccc(F)c1,-2,0,9,7,5,-2,-3,2,0
# More structures:
SMILES,PAD4 inh,GSTO1 counter,PAFAH1B3 inh,PREPL inh,pPAFAH inh,LYPLA2 inh,PAFAH1B2 FP inh,LYPLA1 inh,PME-1 inh
C1=CN2CCC1C(c1ccccc1)C2 (configuration not stated),-7,0,5,-13,-1,2,-2,-1,-2
Nc1nc2sc3c(c2cc1C(=O)N1CCOCC1)CCCC3,-4,0,5,18,4,2,10,2,1
COc1ccc(CN2CCN(C(C)C(=O)N3CCc4ccccc43)CC2)cc1OC (configuration not stated),3,4,-10,3,0,6,-1,3,-3
O=C(O)C1CCN(S(=O)(=O)c2cccs2)CC1,-2,11,6,-12,-1,-8,9,-1,1
COc1ccc(C(=O)Nc2ccncc2)cc1S(=O)(=O)N1CCOCC1,-3,.,2,-1,-5,1,1,-2,-3
CCCNC(=O)N1CCN(C(c2ccccc2)c2ccccc2)CC1,1,2,2,8,-2,10,5,2,7
COc1ccc(OCC(=O)NCc2cccnc2)cc1,-4,1,4,4,-8,-4,-2,-2,-3
COc1cccc(N2C(=O)C(c3ccccc3)=C(c3nc4ccccc4s3)C2NC(C)=O)c1 (configuration not stated),-6,-9,1,-15,8,-2,0,-3,-7
O=C(Nc1ccccc1)Nc1nc(-c2ccccc2)cs1,0,1,5,-1,2,-5,0,-3,6
O=C(CC1C(=O)NCCN1Cc1cccc(F)c1F)NCCCC1CCCC1 (configuration not stated),-1,-4,0,3,5,5,6,1,-2
CC(C)C(NS(=O)(=O)c1cccc2nsnc12)C(=O)N1CCCCC1 (configuration not stated),-3,3,9,0,1,1,2,0,3
Cc1ccc(S(=O)(=O)N2CCN(CC(=O)NC(=O)NCc3ccco3)CC2)cc1C,2,4,0,1,0,3,4,2,9
O=C(Nc1nc2ccccc2s1)Nc1ccc([N+](=O)[O-])cc1Cl,0,0,.,-4,-4,-23,.,-11,-12
CCOC(=O)CC1C(=O)NCCN1C(=O)c1c(F)cccc1F (configuration not stated),1,7,2,16,-4,7,3,0,-6
O=C1CC(c2ccccc2)n2nc(NC(=O)c3ccccn3)nc2N1 (configuration not stated),-6,-2,2,-6,-2,10,11,2,3
Cc1ccc(C(=O)C[n+]2cccc3cc(C)ccc32)cc1,-9,11,6,8,3,-2,1,0,2
CC(NC(=O)C(=O)N1CCOCC1)C(c1cccs1)N1CCN(c2ccccc2)CC1 (configuration not stated),-2,2,1,14,4,5,-3,-1,-7
COc1ccc(-c2nnn(CC(=O)N3CCOCC3)n2)cc1,-3,-5,1,9,4,3,-1,1,-3
COCCn1c(=NC(=O)CCS(=O)(=O)c2ccccc2)sc2ccccc21,0,8,2,-9,6,-1,3,2,-13
O=S(=O)(c1cccc(C(F)(F)F)c1)N1CCN(c2cnccn2)CC1,4,0,3,0,4,-2,4,-3,10
COCCN(CCOC)Cc1c(O)ccc2c3c(c(=O)oc12)CCC3,-3,4,5,2,5,3,2,-2,-1
C[C@H]1CCC[C@@]2(O[C@H](CCO)C[C@@H](O)[C@@H]2O)O1,-4,7,1,3,5,-1,0,-2,4
CCC(c1nnnn1Cc1ccco1)N(CCc1ccccc1)Cc1cc2ccc(OC)cc2[nH]c1=O (configuration not stated),-1,-1,-4,15,1,-4,-7,-10,-5
COc1ccc(CNC(=O)COC(=O)c2ccc(F)c(S(=O)(=O)N3CCCCC3)c2)cc1OC,-1,8,4,6,4,-3,2,-2,6
COc1ccc(-c2cnc(SCC(=O)Nc3nc(C(C)(C)C)cs3)n2Cc2ccco2)cc1,-2,0,-1,-6,11,1,0,-2,-2
CCOc1ccc(-c2nnc(N3CCCCC3)c3ccccc23)cc1,-2,-4,5,1,1,4,-2,-3,0
Nc1cccc(C(=O)Nc2ccco2)c1,4,6,-1,14,8,3,5,-4,-6
